TrxR1 substrate – qHTS Assay for Substrates of Mammalian Selenoprotein Thioredoxin Reductase 1 (TrxR1): qHTS; Thioredoxin reductase 1, cytoplasmic (Rattus norvegicus), O89049; purified TrxR1 substrate turnover, NADPH consumption readout; Potency, µM (titrated, usually from 114 µM), for the others: top-dose activity change, negative = substrate turnover; 390,000 compounds, 0.01% hits; AID 588456, 2011; also: potency is read from the fitted curve at half-maximal effect; % is scaled to controls: 0 for no effect and ±100 for the full control effect; nearly all actives have a fitted effect of over 50% in size
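Rat TrxR1, dispensed at 90 nM, was prereduced with 400 uM NADPH (final) for 5 min at ~22 deg C, then incubated with compound 15 min before 400 uM selenite. A first-read NADPH fluorescence drop versus no-compound background flagged substrates.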
D2 antagonist – HTS Assay for Allosteric Antagonists of the Human D2 Dopamine Receptor: Primary Screen for Antagonists. D(2) dopamine receptor (Homo sapiens), P14416. HEK293 TREx D2 cells, calcium flux, dopamine EC80. inhibition, % at 10 µM. 340,000 compounds, 2% hits; in the data active = inhibition above about 30%; also: 0% is about no effect
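Overnight-induced (tetracycline, 30 C) HEK293 T-REx cells carrying force-coupled D2 receive a no-wash calcium dye, then compound, then EC80 dopamine at 180 s; signals are read kinetically throughout.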
Pin1 inh – qHTS Assay to Find Inhibitors of Pin1. Peptidyl-prolyl cis-trans isomerase NIMA-interacting 1 (Homo sapiens), Q13526. Pin1 FP peptide displacement, HiFluor488, 10 min. Potency, µM (highest dose often 115 µM), without a hit: top-dose activity, negative = inhibition, most hits filed as inhibitors. 390,000 compounds, 0.009% hits. AID 504891, 2011; active = well fitted inhibition curve with a large enough effect in the polarisation, with a control signal flat, not every such curve was filed as active; inconclusive = small, poorly fitted or top-dose-only effect, or effect the other way, or a change in a side signal; inactive = no such curve, though single readings can be large or run the other way; the % refers to the polarisation; also: potency is read from the fitted curve at half-maximal effect; % is scaled to controls: 0 for no effect and ±100 for the full control effect
Target sequence (Q13526 whole entry, looked up): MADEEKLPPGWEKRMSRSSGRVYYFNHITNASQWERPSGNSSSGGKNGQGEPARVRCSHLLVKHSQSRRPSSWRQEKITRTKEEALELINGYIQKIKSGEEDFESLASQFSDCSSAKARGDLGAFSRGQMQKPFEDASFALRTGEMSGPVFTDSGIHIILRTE
IDH1 R132H inh – qHTS for Inhibitors of mutant isocitrate dehydrogenase 1 (IDH1): qHTS; AID 602179, 2012; Potency, µM (top dose mostly 76.6 µM), for inactives: top-dose activity change, negative = inhibition, hits mostly inhibitors; 390,000 compounds, 0.093% hits; IDH1-R132H enzyme, NADPH consumption, diaphorase/resazurin fluorescence; also: potency is read from the fitted curve at half-maximal effect; % is scaled to controls: 0 for no effect and ±100 for the full control effect; nearly all actives have a fitted effect of over 65% in size
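IDH1-R132H (0.5 ug/mL dispensed) in pH 7.5 Tris buffer was preincubated 30 min with compound, then given a substrate mix of 0.016 mM NADPH and 2 mM alpha-KG for 80 min at room temperature; remaining NADPH was read by diaphorase/resazurin fluorescence.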
USP1 inh – Inhibitors of USP1/UAF1: Primary Screen; 390,000 compounds, 0.23% hits; AID 743255, 2014; Potency, µM (series often up to 57.1 µM), inactives show at the highest dose activity change, negative = inhibition, hits mostly inhibitors; recombinant USP1/UAF1, Ub-Rhodamine cleavage fluorescence; also: potency is read from the fitted curve at half-maximal effect; % is scaled to controls: 0 for no effect and ±100 for the full control effect; nearly all actives have a fitted effect of over 60% in size; inactives centre near -12
Target sequence (O94782 whole entry, looked up): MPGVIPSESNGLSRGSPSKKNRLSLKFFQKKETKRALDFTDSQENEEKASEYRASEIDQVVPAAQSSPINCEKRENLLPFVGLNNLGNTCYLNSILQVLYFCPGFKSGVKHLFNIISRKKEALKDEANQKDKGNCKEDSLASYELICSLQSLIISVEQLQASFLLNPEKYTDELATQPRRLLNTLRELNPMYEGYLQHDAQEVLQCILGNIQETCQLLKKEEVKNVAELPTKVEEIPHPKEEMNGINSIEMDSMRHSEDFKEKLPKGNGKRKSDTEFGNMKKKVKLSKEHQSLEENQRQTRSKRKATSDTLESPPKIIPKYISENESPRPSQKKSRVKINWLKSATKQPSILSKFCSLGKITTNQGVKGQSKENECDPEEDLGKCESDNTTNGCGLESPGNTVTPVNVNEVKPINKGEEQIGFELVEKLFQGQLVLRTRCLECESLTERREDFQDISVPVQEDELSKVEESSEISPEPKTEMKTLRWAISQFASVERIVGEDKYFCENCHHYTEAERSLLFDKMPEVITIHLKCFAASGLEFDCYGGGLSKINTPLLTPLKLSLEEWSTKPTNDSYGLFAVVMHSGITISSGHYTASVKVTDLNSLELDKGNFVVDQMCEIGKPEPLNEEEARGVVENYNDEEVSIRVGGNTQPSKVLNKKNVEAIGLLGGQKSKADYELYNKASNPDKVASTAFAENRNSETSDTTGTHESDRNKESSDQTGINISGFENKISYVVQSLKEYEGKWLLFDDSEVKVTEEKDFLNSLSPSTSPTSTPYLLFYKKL
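Step one: compound is pinned into 1nM USP1/UAF1 in HEPES pH 7.8 buffer with TCEP. Step two: 15 min room-temperature incubation. Step three: Ub-Rho (150nM final) starts cleavage, tracked by fluorescence over six one-minute reads.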
TRHR agonist – qHTS for Small Molecule Agonists and Allosteric Enhancers of Human TRH Receptor: Primary Screen for Agonists | 360,000 compounds, 0.18% hits | TRHR cells, calcium flux fluo-8, FDSS agonist mode | activation, % at 2 µM | AID 493084, 2011; in the data active = activation above about 30%; also: 0% is about no effect
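Read-out: compound-evoked intracellular calcium rise in TRHR cells, fluo-8 dye, kinetic FDSS fluorescence at 1 s/cycle following a 10-cycle baseline. Cells cultured overnight before dye loading (30 min–1.5 h, RT).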
D2 agonist – HTS Assay for Allosteric Agonists of the Human D2 Dopamine Receptor: Primary Screen for Agonists; 340,000 compounds, 0.53% hits; activation, % at 2 µM; HEK293 T-REx D2 cells, calcium flux agonist mode; D(2) dopamine receptor (Homo sapiens), P14416;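 active = activation over 3 SD above normal in the single-dose calcium agonist read, cut at about 30% in these data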; also: 0% is about no effect
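Tetracycline-induced HEK293 T-REx cells with force-coupled D2 receptor, plated overnight at 30 C, loaded with no-wash calcium dye. After a 10 s baseline, compound was pin-added and calcium flux read kinetically for 180 s; calcium rises flagged agonists.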
rTrxR1 inhibitor – qHTS Assay for Inhibitors of Mammalian Selenoprotein Thioredoxin Reductase 1 (TrxR1): qHTS; recombinant rTrxR1, NADPH fluorescence consumption, selenite substrate; Potency, µM (highest dose often 114 µM), without a hit: at the highest dose activity change, negative = inhibition, hits mostly inhibitors; 390,000 compounds, 1% hits; AID 588453, 2011; also: potency is read from the fitted curve at half-maximal effect; % is scaled to controls: 0 for no effect and ±100 for the full control effect; nearly all actives have a fitted effect of over 65% in size
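Rat TrxR1 (90 nM in the dispensed reagent) was pre-reduced with 400 uM NADPH for 5 min at room temperature, then incubated with compound for 15 min. After 400 uM selenite was added, NADPH fluorescence (Ex 340/Em 450 nm) was followed for 8 min.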
TRHR enhancer – qHTS for Small Molecule Agonists and Allosteric Enhancers of Human TRH Receptor: Primary Screen for Enhancers; Thyrotropin-releasing hormone receptor (Homo sapiens), P34981; TRHR cells, fluo-8 calcium fluorescence, EC20 TRH enhancement; enhancement, % at 2 µM; 360,000 compounds, 0.66% hits; in the data active = enhancement above about 30%; also: 0% is about no effect
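TRHR-expressing cells loaded with fluo-8 calcium dye were read kinetically (ex 480/em 530) during compound addition, then stimulated with an EC20 of TRH (10 nM final). Enhancement of the Gq-mediated intracellular calcium response was scored.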
An asterisk follows results filed as active; & = joins results of further samples; [ ] = dose if it differs, or a comment. Unless noted, calls follow the shape of the dose curve; as a rule, active = well fitted inhibition curve with a large enough effect; inconclusive = small, poorly fitted or top-dose-only effect; inactive = no such curve, though single readings can be large or run the other way. A portion of the library; rates above refer to the full screens.

A first look, two compounds:
Results for CC(=O)C1=C(O)C(=O)N(CCc2c[nH]c3ccccc23)C1c1cccc(O)c1 (configuration not stated) ?
TrxR1 substrate: -12.8%; D2 antagonist: -5.1; Pin1 inh: 8.6%; IDH1 R132H inh: -0.8%; USP1 inh: -18.8%; TRHR agonist: 0.0; D2 agonist: -0.5; rTrxR1 inhibitor: inconclusive; TRHR enhancer: -1.5

Results for NS(=O)(=O)c1ccc(CCNC(=S)NC2CCCCC2)cc1 ?
TrxR1 substrate: -2.7%; D2 antagonist: -6.6; Pin1 inh: -2.2%; IDH1 R132H inh: -5.2%; USP1 inh: -1.4%; TRHR agonist: 0.3; D2 agonist: 0.6; rTrxR1 inhibitor: -1.2%; TRHR enhancer: 5.7

Results, from the start:
Results for CC(=O)C1=C(O)C(=O)N(CCc2c[nH]c3ccccc23)C1c1cccc(O)c1 (configuration not stated) ?
TrxR1 substrate: -12.8%; D2 antagonist: -5.1; Pin1 inh: 8.6%; IDH1 R132H inh: -0.8%; USP1 inh: -18.8%; TRHR agonist: 0.0; D2 agonist: -0.5; rTrxR1 inhibitor: inconclusive; TRHR enhancer: -1.5

Results for NS(=O)(=O)c1ccc(CCNC(=S)NC2CCCCC2)cc1 ?
TrxR1 substrate: -2.7%; D2 antagonist: -6.6; Pin1 inh: -2.2%; IDH1 R132H inh: -5.2%; USP1 inh: -1.4%; TRHR agonist: 0.3; D2 agonist: 0.6; rTrxR1 inhibitor: -1.2%; TRHR enhancer: 5.7

What do the screens show for `COc1cc2c(C(=O)NCc3ccccn3)cn(CC(C)C)c(=O)c2cc1OC`?
TrxR1 substrate: 6.6%; D2 antagonist: -22.7; Pin1 inh: 4.2%; IDH1 R132H inh: 13.6%; USP1 inh: -24.7%; TRHR agonist: -0.4; D2 agonist: 0.2; rTrxR1 inhibitor: 25.3%; TRHR enhancer: 3.6

What do the screens show for `CCCOC(=O)C1C2C=CC(C2)C1C(=O)OCC(=O)c1ccccc1` (configuration not stated)?
TrxR1 substrate: -10.3%; D2 antagonist: -16.9; Pin1 inh: -10.0%; IDH1 R132H inh: -1.7%; USP1 inh: -7.9%; TRHR agonist: 0.2; D2 agonist: -0.3; rTrxR1 inhibitor: 9.1%; TRHR enhancer: 2.4

What do the screens show for `COc1ccc(OC)c(Nc2ncc3c(n2)CCN(Cc2cc(OC)c(OC)c(OC)c2)C3)c1`?
TrxR1 substrate: -4.8%[57.1 µM]; Pin1 inh: 1.6%; USP1 inh: -7.5%; TRHR agonist: -0.8; D2 agonist: 1.1; rTrxR1 inhibitor: 9.5%[57.1 µM]; TRHR enhancer: 1.1

Results for CC(C)CNc1ncnc2c1cnn2Cc1ccc(Cl)cc1 ?
TrxR1 substrate: -1.5%; D2 antagonist: 0.2; Pin1 inh: 7.5%; IDH1 R132H inh: -9.8%; USP1 inh: -20.9%; TRHR agonist: 0.6; D2 agonist: -0.1; rTrxR1 inhibitor: 13.2%; TRHR enhancer: 4.3

What do the screens show for `Cc1ccccc1CNS(=O)(=O)c1c(C(=O)N2CCCC2)c(C)n(C)c1C`?
TrxR1 substrate: 4.3%; D2 antagonist: 2.7; Pin1 inh: -8.2%; IDH1 R132H inh: -7.3%; USP1 inh: -0.3%; TRHR agonist: -0.2; D2 agonist: -1.0; rTrxR1 inhibitor: 7.2%; TRHR enhancer: 34.8*

What do the screens show for `CCC(C)NC(=O)c1ccccc1SC` (configuration not stated)?
TrxR1 substrate: -14.6%[57.1 µM]; D2 antagonist: 10.9; Pin1 inh: -13.9%; IDH1 R132H inh: 7.2%; USP1 inh: -13.0%; TRHR agonist: 0.3; D2 agonist: 0.0; rTrxR1 inhibitor: 21.3%[57.1 µM]; TRHR enhancer: 0.6

What do the screens show for `CC1(C2CCCC2)NC(=O)NC1=O` (configuration not stated)?
TrxR1 substrate: 8.1%[57.1 µM]; Pin1 inh: 0.3%; IDH1 R132H inh: 5.2%; USP1 inh: 4.0%; rTrxR1 inhibitor: 1.5%[11.4 µM]

What do the screens show for `COc1cc(NC(=S)NCc2cccnc2)cc(OC)c1`?
TrxR1 substrate: 2.7%; D2 antagonist: 0.9; Pin1 inh: 0.5%; IDH1 R132H inh: -11.3%; USP1 inh: -16.5%; TRHR agonist: -0.9; D2 agonist: 0.2; rTrxR1 inhibitor: 0.6%; TRHR enhancer: 2.4

Results for CCc1noc(C)c1C(=O)Nc1nnc(CC(C)C)s1 ?
TrxR1 substrate: 1.3%[57.1 µM]; D2 antagonist: -3.9; Pin1 inh: -2.2%; IDH1 R132H inh: -11.9%; USP1 inh: -20.9%; TRHR agonist: -0.1; D2 agonist: 0.0; rTrxR1 inhibitor: 7.8%[57.1 µM]; TRHR enhancer: -1.7

Results for Oc1ccccc1Nc1ncnc2c1oc1ccccc12 ?
TrxR1 substrate: -10.3%; D2 antagonist: 3.3; Pin1 inh: 0.2%; IDH1 R132H inh: 5.3%; USP1 inh: -14.1%; TRHR agonist: -0.8; D2 agonist: 0.0; rTrxR1 inhibitor: -4.9%; TRHR enhancer: 2.5

Results for Cc1cccc(N=C2SC(C)CN2C(=O)CN2C(=O)NC3(CCCC3)C2=O)c1 (configuration not stated) ?
TrxR1 substrate: -5.8%; D2 antagonist: -6.5; Pin1 inh: -3.8%; IDH1 R132H inh: 1.5%; USP1 inh: -18.9%; TRHR agonist: 0.5; D2 agonist: -1.3; rTrxR1 inhibitor: 7.2%; TRHR enhancer: -1.6

How did Cc1sc2nc(C(C)C)nc(SCC(=O)N3CCOCC3)c2c1C do in these assays?
TrxR1 substrate: 6.0%; Pin1 inh: -5.1%; IDH1 R132H inh: 10.3%; USP1 inh: -20.0%; TRHR agonist: 1.0; rTrxR1 inhibitor: 16.6%; TRHR enhancer: 4.7

How did COc1ccccc1CCNC(=O)c1ccc(NC(=O)N2CC(C)Sc3ccccc32)cc1 (configuration not stated) do in these assays?
TrxR1 substrate: -0.8%; Pin1 inh: 43.2%[activator]; IDH1 R132H inh: -10.0%; USP1 inh: -17.2%; TRHR agonist: -0.9; D2 agonist: 0.4; rTrxR1 inhibitor: 4.5%; TRHR enhancer: -2.1

What do the screens show for `CCOc1ccc2oc(=O)cc(CN3CCN(Cc4ccc(C)cc4)CC3)c2c1`?
TrxR1 substrate: 1.9%; Pin1 inh: 6.4%; IDH1 R132H inh: 1.1%; USP1 inh: -6.9%; TRHR agonist: 0.5; rTrxR1 inhibitor: -1.3%; TRHR enhancer: -2.7

How did CC(=O)Nc1ccc(S(=O)(=O)N2CCN(c3ccc([N+](=O)[O-])c(NCCN4CCOCC4)c3)CC2)cc1 do in these assays?
TrxR1 substrate: -8.0%; D2 antagonist: 17.7; Pin1 inh: 0.3%; IDH1 R132H inh: 0.4%; USP1 inh: -2.4%; TRHR agonist: 0.7; D2 agonist: 0.7; rTrxR1 inhibitor: -1.8%; TRHR enhancer: 14.8

Results for O=C(NCCC1CCCCN1S(=O)(=O)c1ccc(F)cc1)C(=O)Nc1ccccc1F (configuration not stated) ?
TrxR1 substrate: 1.5%[57.1 µM]; D2 antagonist: -17.0; Pin1 inh: 2.3%; IDH1 R132H inh: -7.3%; USP1 inh: -25.1%; TRHR agonist: -0.7; D2 agonist: 0.3; rTrxR1 inhibitor: 6.2%[57.1 µM]; TRHR enhancer: 3.8

What do the screens show for `c1ccc(OCc2noc(CN3CC[C@@H]4CCCC[C@H]4C3)n2)cc1`?
TrxR1 substrate: -1.9%; D2 antagonist: 1.4; Pin1 inh: -0.8%; IDH1 R132H inh: 1.9%; USP1 inh: -2.7%; TRHR agonist: 0.1; D2 agonist: 0.4; rTrxR1 inhibitor: 7.5%; TRHR enhancer: -3.7

How did COc1ccc(S(=O)(=O)c2c(C)c(NS(=O)(=O)c3ccccc3)cc(C)c2O)cc1 do in these assays?
TrxR1 substrate: 3.4%[57.1 µM]; D2 antagonist: -5.0; Pin1 inh: -3.3%&17.3%; IDH1 R132H inh: -7.7%&3.8%; USP1 inh: -20.3%&-30.4%; TRHR agonist: -0.3&-1.0; D2 agonist: -0.9&-0.6; rTrxR1 inhibitor: 28.2%[57.1 µM]; TRHR enhancer: 1.0&-4.1

Results for CCOC(=O)Nc1ccc(N2CCOCC2)c(S(=O)(=O)Nc2ccc(Cl)cc2)c1 ?
TrxR1 substrate: -6.4%; Pin1 inh: -2.3%; IDH1 R132H inh: 4.9%; USP1 inh: -10.7%; rTrxR1 inhibitor: 11.2%

How did COc1ccc(NC(=O)c2c(N)c(C(=O)c3ccc(OC)cc3)n3ccccc23)cc1 do in these assays?
TrxR1 substrate: 1.2%; Pin1 inh: -1.1%; USP1 inh: -19.4%; TRHR agonist: 0.2; D2 agonist: -0.5; rTrxR1 inhibitor: -8.8%; TRHR enhancer: 6.1

How did COc1ccc(NC(=O)COc2ccc3c(c2)OCO3)cc1 do in these assays?
TrxR1 substrate: 16.0%; D2 antagonist: -26.1; Pin1 inh: 2.6%; IDH1 R132H inh: 2.5%; USP1 inh: -19.2%; TRHR agonist: -0.1; D2 agonist: -0.1; rTrxR1 inhibitor: 51.1%; TRHR enhancer: 6.3

Screening data (PubChem BioAssay)
